H9c2 TAG inh = triacylglycerol accumulation inhibition; H9c2 cells, Nile Red lipid (TAG) fluorescence; cells loaded with 200 µM oleic acid; inhibition, % at 12.5 µM; actives 0.66% (n = 230,000);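 active means pattern-corrected inhibition of lipid staining of at least 50% with the nuclear-stain viability signal not falling by more than 50%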;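 further: 0% = DMSO wells and 100% = triacsin C control wells; some results filed as inactive read as strong as hits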
H9c2 TAG inh DAPI viability = also measured in H9c2 TAG inh; calls as there; DAPI nuclei signal change (viability), lower = more cytotoxic, %;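 whole-well DAPI fluorescence read on a plate reader as a viability signal; minus 50 percent equals half of cells still viable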
An asterisk follows results filed as active.

Order of results – H9c2 TAG inh, H9c2 TAG inh DAPI viability
CN(C)S(=O)(=O)c1ccc2c(c1)nc(CCC(=O)O)n2C
  -5, -6
C/C(=N\NC(=S)NC(C)C)c1ccco1
  -4, -5
O=C1NN(c2ccccc2)C(=O)/C1=C\c1ccc2c(c1)OCO2
  0, -10
CCN(CC)CCC(C)OC(c1ccccc1)c1ccccc1 (stereo not drawn)
  33, 14
CCS(=O)(=O)c1ccc2c(c1)NC(=O)C(CCO)O2 (stereo not drawn)
  -3, 2
CCNC(=O)C1(C)CCN1CCC(=O)c1ccc(C)cc1 (stereo not drawn)
  -9, 2
Cc1cc(C)n2nc(/C(C#N)=C/c3ccccn3)c(C#N)c2n1
  14, -11
CCCCSCCCNC(=O)Nc1ccc(CC)cc1
  -5, 0
COc1cccc(OC(=O)c2ccccc2)c1OC(=O)c1ccccc1
  15, 2
COc1ccc(NC(=O)C[C@H]2C(=O)N(Cc3cccnc3)C[C@@H]2Cc2ccccc2)cc1
  8, -10
O=C(CN(c1ccc2c(c1)OCCO2)S(=O)(=O)c1ccccc1)N1CCN(Cc2ccccc2)CC1
  -19, -2
O=[N+]([O-])c1ccccc1CN1CCN(S(=O)(=O)Cc2ccccc2)CC1
  -12, 5
NS(=O)(=O)c1cc2c(cc1Cl)NC=NS2(=O)=O
  -6, 0
O=c1[nH]c(NCc2ccccc2)nc2c1CCCC2
  3, -3
CCOC(=O)c1ccoc1CSCc1ccc(C(=O)OC)o1
  -7, -8
Cc1ccccc1C(=O)NNC(=O)CSc1nc(-c2ccccc2)cc(=O)[nH]1
  4, 0
OC(COc1ccc2ccccc2c1)CN1CCN(c2ccc(F)cc2)CC1 (stereo not drawn)
  -11, 15
COc1ccc(C(C(=O)NC2CCCC2)N(CC2CCCO2)C(=O)Cn2nnc(-c3ccc(C)o3)n2)cc1 (stereo not drawn)
  16, -8
CC[C@]1(C(=O)OC)[C@H]2C(=O)N(Cc3ccccc3)C(=O)[C@H]2[C@H]2CN=C(SC)N21
  8, -13
COC(=O)C1CCN(C(=O)c2c(-c3ccccc3Cl)noc2C)CC1
  -21, -1
COC(=O)c1ccccc1NC(=O)CN1CCOCC1
  -6, 12
Cc1nc(SCC(=O)N(C)C2CCS(=O)(=O)C2)c2ccccc2n1 (stereo not drawn)
  -8, -2
O=C(O)c1cnccn1
  -2, -4
COc1ccccc1NOC(=O)CCOc1ccccc1
  -9, 0
CCCCn1nnnc1SCC(=O)Nc1sc2c(c1C#N)CCCC2
  10, -10
CN(CC(=O)Nc1ccccc1Cl)C(=O)COC(=O)/C=C/c1ccc(C(F)(F)F)cc1
  -2, -2
COc1ccccc1NC(=O)C(C)OC(=O)C1CCN(S(=O)(=O)c2ccc(C)c(C)c2)CC1 (stereo not drawn)
  1, 0
O=C(C1COc2ccccc2O1)N1CCN(c2ccccn2)CC1 (stereo not drawn)
  -1, 3
COc1ccc(NC(=O)c2cc(-c3cc(F)ccc3OC)n[nH]2)cn1
  5, 10
O=C(Cc1cccc(NC(=O)C2CCCN(C(=O)C3CCC3)C2)c1)Nc1ccc(C(=O)N2CCOCC2)cc1 (stereo not drawn)
  23, -2
COc1ccc2c(Cl)c(C(N)=O)sc2c1
  -4, 4
CCN(CC(=O)Nc1ccc(NC(C)=O)cc1)C(=O)CCCSc1nc2ccccc2[nH]1
  -14, 1
Cc1noc(C)c1COC(=O)c1cccnc1Cl
  4, 1
Cc1cnc(C(=O)OCC(=O)c2ccc[nH]2)cn1
  -5, -7
COc1ccc(C2NCCc3sccc32)cc1 (stereo not drawn)
  5, 2
CCOC(=O)c1cccc(NC(=O)c2cnccn2)c1
  9, -1
C[C@@H]1CN([C@@H](C)CO)C(=O)c2cc(NS(C)(=O)=O)ccc2O[C@@H](C)CCCCO[C@H]1CN(C)C(=O)Nc1ccc2c(c1)OCO2
  5, 3
O=C(C[n+]1ccc(C(=O)c2ccccc2)cc1)Nc1ccccc1OC(F)F
  -5, 8
c1ccc2sc(NCC3CCCO3)nc2c1 (stereo not drawn)
  -11, -2
NS(=O)(=O)c1ccc(NC(=S)Nc2cc(Cl)c(Cl)cc2Cl)cc1
  9, 7

One compound at a time (already shown). Screens in order: H9c2 TAG inh | H9c2 TAG inh DAPI viability
Profile of `CCOC(=O)c1cccc(NC(=O)c2cnccn2)c1` : 9 | -1
Profile of `CCOC(=O)c1ccoc1CSCc1ccc(C(=O)OC)o1` : -7 | -8

Further structures
Order of results – H9c2 TAG inh, H9c2 TAG inh DAPI viability
O=C(NCc1ccccc1Cl)c1ccc2sc([C@H]3C[C@H](O)[C@@H](CO)O3)nc2c1
  -9, 7
CC(C)[C@H](NC(=O)c1ccccc1)C(=O)O
  -3, 6
CCC(C(=O)NCCc1ccccc1)c1ccccc1 (stereo not drawn)
  0, -8
NC(=O)CSc1nc2ccccc2c(=O)n1Cc1ccco1
  -21, 2
CCC(C)N(C(=O)COC(=O)C1C(C(=O)OC)=C(C)NC(C)=C1C(=O)OC)C1CCS(=O)(=O)C1 (stereo not drawn)
  16, -7
Cc1cccn2c(CN(C)C3CCOC3)c(C(=O)N3CCCCC3)nc12 (stereo not drawn)
  -4, -3
Cc1ccc(C)c(S(=O)(=O)N2CCCCC2CCNC(=O)C(=O)NC2CC2)c1 (stereo not drawn)
  -5, 0
CC1=C(C(=O)N2CCOCC2)CC(CC(=O)NC2CCCC2)C(=O)N1Cc1ccccc1 (stereo not drawn)
  -3, -1
CCCc1ccc(NC(C)C(=O)Nc2ccc(S(=O)(=O)N3CCOCC3)cc2)cc1 (stereo not drawn)
  -14, 6
O=C(Cn1cc2c(n1)CCCCC2)NC1CCN(Cc2ccccc2)CC1
  -11, 5
Cc1ccc2c(C)c(C(=O)N3CCN(c4ccncc4)CC3)oc2c1C
  -18, 12
CCOc1ccc(S(=O)(=O)N2CCC(C(=O)Nc3cc(S(C)(=O)=O)ccc3Cl)CC2)cc1
  -9, 1
CSCCC(NC(=O)c1ccccc1)C(=O)NCCc1ccc2c(c1)OCCO2 (stereo not drawn)
  -7, -1
O=C(C[n+]1ccc(C(=O)N/N=C/c2ccc(O)cc2)cc1)c1ccccc1
  -30, 12
O=C(Nc1ccncc1)C1CC(=O)N(c2ccccc2)C1 (stereo not drawn)
  0, 9
COc1ccc(NC(=O)C2CCC(CNc3c(N4CCCCC4)c(=O)c3=O)CC2)c(OC)c1 (stereo not drawn)
  0, 9
Nc1c2c(nc3ccccc13)CCCC2=O
  5, -1
COc1ccc(CCNC(=O)CCCCn2c(=O)[nH]c3ccccc3c2=O)cc1OC
  22, -9
COCCCN(CCC#N)C(=O)c1c(-c2c(Cl)cccc2Cl)noc1C
  -1, 4
COc1cc(C2Nc3ccc4ccccc4c3C3=C2C(=O)CC(C)(C)C3)ccc1OCC(=O)O (stereo not drawn)
  7, 7
COc1ccc(CN(C)C(=O)COC(=O)c2cnc(Cl)c(Cl)c2)cc1
  14, -3
CCN(CC)C(=O)C1=C(C)N(Cc2ccc(OC)cc2)C(=O)C(CC(=O)NCCc2ccccn2)C1 (stereo not drawn)
  -4, -2
CCC(C)C(=O)Nc1nc(C)c(-c2csc(Nc3ccccc3OC)n2)s1 (stereo not drawn)
  14, -5
CCc1c(C)c2c(C)[nH]nc2oc1=O
  3, -1
C=C(C)C(=O)Nc1cccc(C2=NOC3(C2)C[C@H](C(N)=O)N(C(=O)c2ccccc2C(=O)c2ccccc2)C3)c1 (stereo partly drawn)
  3, -10
CC#CC(=O)N1CCC(C(=O)Nc2ccc(Oc3ccccc3)nc2)CC1
  -11, -2
O=C(NCc1ccco1)[C@@H]1CSC2c3ccccc3C(=O)N21 (stereo partly drawn)
  -13, 5
CCOc1ncccc1C(=O)OCC(=O)Nc1cccc(S(N)(=O)=O)c1
  20, -11
COc1cc(C(=O)OCC(=O)N2c3ccccc3NC(=O)C2(C)C)ccc1OCC(C)C
  3, -10
Cc1ccc(NC(=O)CN(C)Cc2ccc(Cl)cc2)cc1
  -4, 6
CC/C(=N\NC(=O)CSCc1ccc(Cl)cc1)c1ccc2c(c1)OCCO2
  -15, -1
OC(C#CCCN1CCCCC1)(c1ccccc1)c1ccccc1
  2, 4
Cc1ccc(Cl)cc1N1CCN(C(=O)Cn2ccc3ccccc3c2=O)CC1
  4, 1
COc1ccc(C2CC(c3ccccc3O)=NN2c2ccccc2)cc1 (stereo not drawn)
  24, 12
O=C(CCCN=C1NS(=O)(=O)c2ccccc21)OCc1cc([N+](=O)[O-])cc2c1OCOC2
  -11, 1
COc1ccccc1C1(CC(=O)N2CCOCC2)CCOC(C(C)C)C1 (stereo not drawn)
  -10, 7
Brc1cccc(Cn2c(-c3cncs3)nc3ccccc32)c1
  -7, -9
COc1ccc(S(=O)(=O)N2CCN(Cc3cccc(Cl)c3)CC2)cc1
  -11, 4
CCOc1cc(N2CCOCC2)c(OCC)cc1NC(=O)c1ccccc1C
  3, -1
COc1ccc2cc3cc(C(=O)NCC4CCCO4)oc3nc2c1 (stereo not drawn)
  16, 64
CCCCn1c(N)c(N(CC(C)C)C(=O)c2ccc(Cl)c(S(=O)(=O)N3CCCC3)c2)c(=O)[nH]c1=O
  0, -1
COc1ccc(Oc2ccc(-c3ccn[nH]3)cc2)cc1
  -5, -1
CCCCNc1c(-c2ccc(OC)c(SC(C)CC)c2)nc2ccc(Cl)cn12 (stereo not drawn)
  -10, 26
Cc1ccc(S(=O)(=O)N2CC(O)C[C@H]2C(=O)OCC(=O)Nc2ccc(N3CCCCC3)cc2)cc1C (stereo partly drawn)
  -11, -8
C=CCN1C(=O)c2cccc3c(N4CCCCC4)ccc(c23)C1=O
  -61, 59
C=CCn1c(-c2ccccc2)c[nH]c1=S
  -1, 8
CCc1nc2c(OCc3ccc(F)c(F)c3)cccn2c1N(C)C(=O)c1ccncc1
  -2, -1
O=S(=O)(Nc1nc2cc3c(cc2nc1Cl)OCCO3)c1ccccc1
  4, 12
COc1cc(/C=C/C(=O)N2CCN(C)CC2)cc(S(=O)(=O)N2CCc3ccccc32)c1OC
  -1, 0
COc1cccc(NC(=O)CSc2nnc(Cc3ccc(C)cc3)c(=O)n2N)c1
  41, -2
CN(C)CCCOc1ccc(-c2ccc3nccn3c2)cn1
  -14, 9
CC(=O)c1cnc(-c2ccccn2)s1
  -4, 7
Cc1cc([N+](=O)[O-])c(NCCCCCCO)c([N+](=O)[O-])c1
  -20, 3
Cc1ccc(N/C(=C\C(=O)c2ccccc2)C(=O)O)cc1
  -9, 0
O=C(c1ccccc1F)N1CCN(c2ccc([N+](=O)[O-])cc2-n2cccc2)CC1
  -17, 14
CCc1cccc(C)c1NC(=O)CSc1nnc(-c2cc3cc(Br)ccc3o2)n1CC
  28, 3
Cc1ccccc1CC1SC(N=C(N)N)=NC1=O (stereo not drawn)
  8, -1
O=C(C1CCN(S(=O)(=O)c2cccs2)CC1)N1CCCC(C(F)(F)F)C1 (stereo not drawn)
  -35, 4
Cc1cc(C(=O)Nc2ccccc2)oc(=O)c1
  12, -10
C(=C\c1ccccc1)/CSc1nnc(-c2ccncc2)n1Cc1ccco1
  -11, 4

New compounds follow:
Order of results – H9c2 TAG inh, H9c2 TAG inh DAPI viability
CCOC(=O)C1=C(C)N(C)C(=O)NC1c1ccccc1OC (stereo not drawn)
  1, 6
O=C1N(C2CCCC2)C[C@@H]2C[C@@H](c3cn[nH]c3-c3ccc(Cl)cc3)N3CCC[C@@]123
  9, -1
O=c1oc(CCCO)cc2ccc(Br)cc12
  1, -1
Cc1cccc2cc(CN(CC3CCCO3)C(c3nnnn3Cc3ccco3)C(C)C)c(=O)[nH]c12 (stereo not drawn)
  10, -7
S=C(NC1CCCCC1)NN1CCCCCC1
  -6, 1
O=C(CCNC(=O)c1ccc([N+](=O)[O-])cc1)NCc1ccco1
  3, -6
CCN(Cc1ccncc1)C(=O)c1cc(Br)cc(Br)c1O
  -12, -2
Cc1nc(N2CCN(C(=O)c3ccc(Cl)cc3)CC2)c(C#N)c2c1COC(C)(C)C2
  -7, 3
O=c1[nH]c(CN2CCN(c3ccccc3)CC2)nc2scc(-c3ccccc3)c12
  -3, 4
COc1cc(C(=O)NC(CCSC)C(=O)OCC(=O)C(C)(C)C)cc(OC)c1OC (stereo not drawn)
  6, 2
Cc1ccc(C(=O)c2nc3c(n2O)CCCC3)cc1
  12, -2
CN1CCSc2ccc(C(=O)Nc3cccc(F)c3)cc21
  -1, 8
Fc1cccc(NCc2cn3ccccc3n2)c1
  -10, 7
COc1ccc(NC(=O)CSc2nnc(C3CCCCC3)n2-c2ccccc2)cc1
  -3, 12
O=C(C[n+]1ccc2ccccc2c1)c1cccc2ccccc12
  -5, 3
CCCCn1c(S(=O)(=O)O)nc2ccccc21
  -5, 0
COc1ccc(CC2(CO)CCN(C(C)Cc3ccc(Cl)cc3)CC2)cc1 (stereo not drawn)
  2, 17
COc1ccccc1N1CCN(C2CCN(S(=O)(=O)c3ccc(C)cc3)CC2)CC1
  0, -12
COC(=O)c1sccc1NC(=O)c1cccc(Cl)c1
  9, -5

Given as labelled records: entries from further up
O=C1N(C2CCCC2)C[C@@H]2C[C@@H](c3cn[nH]c3-c3ccc(Cl)cc3)N3CCC[C@@]123
  H9c2 TAG inh: 9 | H9c2 TAG inh DAPI viability: -1
COC(=O)c1sccc1NC(=O)c1cccc(Cl)c1
  H9c2 TAG inh: 9 | H9c2 TAG inh DAPI viability: -5
Cc1nc(N2CCN(C(=O)c3ccc(Cl)cc3)CC2)c(C#N)c2c1COC(C)(C)C2
  H9c2 TAG inh: -7 | H9c2 TAG inh DAPI viability: 3
Cc1ccc(C(=O)c2nc3c(n2O)CCCC3)cc1
  H9c2 TAG inh: 12 | H9c2 TAG inh DAPI viability: -2

From PubChem

These rows are one share of the data; the hit share may differ from the screen's.
